14-3-3g Raf: 14-3-3 gamma protein interaction modulation; FP, 14-3-3gamma / TMR-pS259-Raf peptide binding; inhibition, % at 40 µM; hit rate 0.19% among 160,000; AID 422; in the data active means inhibition above about 30%;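 further: 0% = protein plus tracer without compound and 100% = blank with tracer alone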
Target sequence (P61981 whole entry, looked up): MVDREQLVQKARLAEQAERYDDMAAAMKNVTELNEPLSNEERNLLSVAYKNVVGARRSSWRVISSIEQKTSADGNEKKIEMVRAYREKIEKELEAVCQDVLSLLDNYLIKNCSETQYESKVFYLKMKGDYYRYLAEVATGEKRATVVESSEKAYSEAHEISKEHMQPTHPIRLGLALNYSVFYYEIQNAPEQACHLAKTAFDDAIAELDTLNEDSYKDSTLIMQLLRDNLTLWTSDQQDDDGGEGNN
The depositor's hits bear a star; & = joins results of further samples.

SMILES	14-3-3g Raf
Cc1cc(C)cc(-n2cnc3cc(C(=O)NC4CCCC(C)C4C)ccc32)c1 (stereo not drawn)	-14
O=C(Nc1ccc(F)cc1)c1cc2cc(Br)ccc2oc1=O	1
O=C(Nc1nccs1)c1ccc(Br)cc1	-5
NCCNc1cc(N2CCCC2)ccc1[N+](=O)[O-]	-3
CCC(=O)N1c2ccccc2NC2=C(C(=O)CC(c3cc(OC)c(OC)c(OC)c3)C2)C1c1cccc(F)c1 (stereo not drawn)	-14
CCOc1ccc(NC(=O)CN2CCN(Cc3ccccc3F)CC2)cc1	-14
COc1ccc(NC(=O)CN(C)S(=O)(=O)c2ccc(Br)s2)cc1Cl	-4
COc1ccc(Cl)cc1N1C(=S)NC(C)(C)C=C1C	-3
Cc1ccccc1NC(=O)Cn1c(=O)n(Cc2ccco2)c(=O)c2ccccc21	-5
Cc1ccc(S(=O)(=O)C2(C(=O)N3CCC(C)CC3)CC2)cc1	0
COc1ccc(CNCC2COc3ccccc3O2)cc1OC (stereo not drawn)	-3
CN1CCN(Cc2cc(=O)oc3cc4c(cc23)CCC4)CC1	-1
COc1ccc(C2CC(c3ccc(I)cc3)Nc3ncnn32)cc1OC (stereo not drawn)	-1
CCOC(=O)C1=C(C)NC2=C(C(=O)C(C(=O)OC)C(C)C2)C1c1cc(OCC)c(O)c([N+](=O)[O-])c1 (stereo not drawn)	0
CCSc1nnc2c(n1)OC(c1ccco1)N(C(C)=O)c1ccccc1-2 (stereo not drawn)	-14
COc1ccc([N+](=O)[O-])cc1NC(=O)CCN1CCN(c2ccccc2)CC1	-2
O=S(=O)(c1ccc2nc[nH]c2c1)c1ccc2nc[nH]c2c1	-3
O=C(CC1CCCCC1)c1c(O)c2ccccc2oc1=O	-8&0
CC1=C(C(=O)OC2CCCCC2)C(c2ccccc2Cl)n2c(nc3ccccc32)N1 (stereo not drawn)	-2
Cn1ccnc1C(O)(c1nnc(-c2ccccc2)o1)C(F)(F)F (stereo not drawn)	-3
CCCc1cc(=O)[nH]c(SCCOc2ccc(Cl)cc2)n1	-1
CCC(C)N1C(=O)CN(C2CCCC2)C(=O)C1c1ccc(C)cc1 (stereo not drawn)	-8
CCOc1ccc(-c2nc(S(=O)(=O)c3ccccc3)c(NCc3cccnc3)o2)cc1	9
COc1cccc(C2=NN(C(=O)c3ccncc3)C(O)(C(F)(F)F)C2)c1 (stereo not drawn)	2
CCC(C)NC(=O)CNC(=O)Cn1cnc2sc3c(c2c1=O)CCCC3 (stereo not drawn)	1

As a working copy, 21 of the compounds above:
SMILES	14-3-3g Raf
CCC(=O)N1c2ccccc2NC2=C(C(=O)CC(c3cc(OC)c(OC)c(OC)c3)C2)C1c1cccc(F)c1 (stereo not drawn)	-14
CCOc1ccc(NC(=O)CN2CCN(Cc3ccccc3F)CC2)cc1	-14
COc1ccc(NC(=O)CN(C)S(=O)(=O)c2ccc(Br)s2)cc1Cl	-4
COc1ccc(Cl)cc1N1C(=S)NC(C)(C)C=C1C	-3
Cc1ccccc1NC(=O)Cn1c(=O)n(Cc2ccco2)c(=O)c2ccccc21	-5
Cc1ccc(S(=O)(=O)C2(C(=O)N3CCC(C)CC3)CC2)cc1	0
COc1ccc(CNCC2COc3ccccc3O2)cc1OC (stereo not drawn)	-3
CN1CCN(Cc2cc(=O)oc3cc4c(cc23)CCC4)CC1	-1
COc1ccc(C2CC(c3ccc(I)cc3)Nc3ncnn32)cc1OC (stereo not drawn)	-1
CCOC(=O)C1=C(C)NC2=C(C(=O)C(C(=O)OC)C(C)C2)C1c1cc(OCC)c(O)c([N+](=O)[O-])c1 (stereo not drawn)	0
CCSc1nnc2c(n1)OC(c1ccco1)N(C(C)=O)c1ccccc1-2 (stereo not drawn)	-14
COc1ccc([N+](=O)[O-])cc1NC(=O)CCN1CCN(c2ccccc2)CC1	-2
O=S(=O)(c1ccc2nc[nH]c2c1)c1ccc2nc[nH]c2c1	-3
O=C(CC1CCCCC1)c1c(O)c2ccccc2oc1=O	-8&0
CC1=C(C(=O)OC2CCCCC2)C(c2ccccc2Cl)n2c(nc3ccccc32)N1 (stereo not drawn)	-2
Cn1ccnc1C(O)(c1nnc(-c2ccccc2)o1)C(F)(F)F (stereo not drawn)	-3
CCCc1cc(=O)[nH]c(SCCOc2ccc(Cl)cc2)n1	-1
CCC(C)N1C(=O)CN(C2CCCC2)C(=O)C1c1ccc(C)cc1 (stereo not drawn)	-8
CCOc1ccc(-c2nc(S(=O)(=O)c3ccccc3)c(NCc3cccnc3)o2)cc1	9
COc1cccc(C2=NN(C(=O)c3ccncc3)C(O)(C(F)(F)F)C2)c1 (stereo not drawn)	2
CCC(C)NC(=O)CNC(=O)Cn1cnc2sc3c(c2c1=O)CCCC3 (stereo not drawn)	1

Carrying on.
SMILES	14-3-3g Raf
O=C(Cn1c(=O)[nH]c2ccsc2c1=O)N(Cc1ccccc1)Cc1ccccc1	-2
CCOC(=O)C1CCN(C(=O)c2ccc(CNS(=O)(=O)c3ccc(F)cc3)cc2)CC1	3
CCOC(=O)C1=C(C)Nc2nc(SCC(=O)OC)nn2C1c1cc(F)cc(F)c1 (stereo not drawn)	-4
CC(C)(C)NC(=O)C1CC(=O)OC12CCOC(C)(C)C2 (stereo not drawn)	3
COc1ccc(Cl)cc1NC(=O)c1sc2nc(-c3cccs3)ccc2c1N	-96
Cc1cccc(OC(=O)C2C(c3ccccc3)C(C(=O)O)C2c2ccccc2)c1 (stereo not drawn)	3
CCCCNC(=O)c1ccc2c(c1)N(Cc1cccc(F)c1)C(=O)c1ccccc1S2	-37
Cc1ccc(NC(=O)c2cc([N+](=O)[O-])ccc2Cl)c(C)c1	-20
CCN(CC)C1C(=O)Nc2ccc(Br)cc2C1c1ccccc1Cl (stereo not drawn)	6
N#Cc1c(-n2ncnc2-c2ccc3c(c2)OCO3)sc2c1CCCC2	-12
Cc1ccc2sc(=NC(=O)c3ccc(S(=O)(=O)N4CCCCC4)cc3)n(C)c2c1C	0
CC(C)Oc1ccc(C(=O)Nc2ccccc2-c2nc3ccccc3[nH]2)cc1	-6
N#CCN(CC#N)C(=O)C1c2ccccc2Oc2ccccc21	3
O=C(CCn1c(SCc2ccc(Cl)cc2)nc2cc3c(cc2c1=O)OCO3)N1CCN(c2ccccc2)CC1	-8
CCc1ccc(CNC(=O)c2cc3cc4ccc(OC)cc4nc3s2)cc1	-3
CC(C)(C)NC(=O)C(=O)c1c(-c2ccccc2)cc2ccccn12	-5
Cc1nc(N2CCCCC2)c2c(C)c(C(=O)Nc3cc(C)on3)sc2n1	3
Cc1c(NC(=O)c2ccccc2F)cccc1-c1nc2ccccc2s1	-10
C(=Cc1nnc2ccc3ccccc3n12)c1ccco1	-95
CCC1=NN(C(=O)c2coc(C)c2)C(O)(C(F)(F)F)C1 (stereo not drawn)	13
O=C(CN1C(=O)C2CC=CCC2C1=O)OCCN1C(=O)c2ccccc2C1=O (stereo not drawn)	-3
Cc1ccc(-c2[nH]c3ccccc3c2SCCNC(=O)C2CC2)cc1	-1
Cc1ccc(-c2nc3ccccc3o2)cc1NC(=O)c1cccs1	-367
CC(C)c1ccc(C2/C(=C(\O)c3ccc(Cl)cc3)C(=O)C(=O)N2CCN2CCOCC2)cc1 (stereo not drawn)	0
COc1ccc(C)cc1NC(=O)c1oc2ccc(S(=O)(=O)N3CCCC3)cc2c1C	-19
SMILES	14-3-3g Raf
Cc1ccc(NC(=O)c2ccccc2[N+](=O)[O-])c(C)c1	-10
COc1ccc(N2CCN(CC(O)COc3cc(C)c(Cl)c(C)c3)CC2)cc1 (stereo not drawn)	-1
c1nc(N2CCC3(CC2)OCCO3)c2[nH]cnc2n1	-7
Cc1ccc(C2NN(C(=O)c3cccc(Br)c3)C3C(=O)N(c4ccccc4Cl)C(=O)C23)cc1 (stereo not drawn)	-217
CCOC(=O)c1cc2c(=O)n3ccccc3nc2n(Cc2ccc(Cl)cc2)c1=N	-11
CN(Cc1ccccc1)S(=O)(=O)c1ccc(F)c(C(=O)Nc2cccc(F)c2)c1	2
O=C(Cc1cccc2ccccc12)N1CCOCC1	9
O=C(NCCc1ccccc1Cl)c1ccc2c(=O)n(-c3ccccc3)c(=O)[nH]c2c1	3
COc1cc(CO)cc(-c2cc(CO)cc(OC)c2OC)c1OC	-8&1
O=C(CN1CCN(CC(=O)Nc2cccc(C(F)(F)F)c2)CC1)Nc1ccc(Br)cc1	-4
COc1nc(-c2cccs2)cc(-c2ccc(C)cc2)c1C#N	0
O=C(CSc1nc2ccccc2[nH]1)NCc1cccc(Cl)c1	3
O=C(CSc1nc2c(c(C(F)(F)F)n1)CCc1ccccc1-2)NCc1ccco1	-14
C#CC(O)(c1ccccc1)c1ccccc1	-1
Cc1noc(C)c1COc1cccc(C(=O)Oc2ccc3c(c2)OCO3)c1	1
CCCc1ccc(OCC(=O)O)cc1	-4
O=C1C(=O)N(c2nccs2)C(c2ccccc2Cl)/C1=C(\O)c1ccc(F)cc1 (stereo not drawn)	-6
Cc1cc(C)n(-c2nc3ccccc3nc2N2CCN(C(=O)c3ccc(F)cc3)CC2)n1	9
N#Cc1c2n(c3c(=O)n(Cc4ccccc4)cnc13)CCCC2	-1&-3
O=C(NCc1ccco1)c1nn(-c2ccccc2)c(=O)c2ccccc12	-11
COc1ccc(S(=O)(=O)N(CCCN2CCCC2=O)Cc2cc3cc(C)c(C)cc3[nH]c2=O)cc1	-5
CCOc1ccc2ccccc2c1/C=N/n1cncn1	-5
O=C(CSc1nnc(-c2ccco2)c(-c2ccco2)n1)Nc1nccs1	-12
COc1ccc(N2C3=C(C(=O)CC(C)(C)C3)C(c3cccc(F)c3)C3=C2CC(C)(C)CC3=O)c(OC)c1	-5
Cc1csc(NC(=O)c2nc3nc(C)cc(C)n3n2)n1	2
SMILES	14-3-3g Raf
O=C(Nc1ccc(-c2nc3ccccc3[nH]2)cc1)c1ccco1	-7&-16
CC12CCC(C(=O)NCC3CCCO3)(OC1=O)C2(C)C (stereo not drawn)	-9
Cc1c(C(=O)NC2CC2)oc2ccc(S(=O)(=O)N3CCCC(C)C3)cc12 (stereo not drawn)	-8
CC(C)Oc1ccc(CNC2CCOC(C)(C)C2)cc1 (stereo not drawn)	-9
CCOC(=O)c1ccc(N2C(=O)CC(N3CCN(C45CC6CC(CC(C6)C4)C5)CC3)C2=O)cc1 (stereo not drawn)	-3
CCOc1ccc(-c2nn(-c3ccccc3)cc2C2C(C(=O)OC)=C(C)NC(C)=C2C(=O)OC)cc1	-10
O=c1c2sccc2nc(SCc2cc(=O)n3ccccc3n2)n1Cc1ccc2c(c1)OCO2	-3
CCC1Oc2ccc(C)cc2N(CC(=O)N(C)Cc2ccccc2)C1=O (stereo not drawn)	0
Nc1ncnc2c1ncn2C1CCCO1 (stereo not drawn)	0
Cc1nc(-c2ccc(S(=O)(=O)N3CCCCCC3)cc2)cs1	5
COc1cc(OC)cc(C(=O)Oc2c(Sc3ccccc3[N+](=O)[O-])c(C)nn2C(C)(C)C)c1	3
CCOC(=O)c1c(NC(=O)CSc2nnc3cc(C)c4ccccc4n23)sc(C)c1C	-9
O=C(CSc1nnnn1-c1cccnc1)NCc1cccs1	1
CC(=O)c1c(Cl)nc2ccc(Cl)cc2c1-c1ccccc1	0
COc1ccc(-n2nc(C(=O)NCC(=O)N3CCN(c4ccccc4OC)CC3)c3ccccc3c2=O)cc1	-5
COc1ccc(S(=O)(=O)Nc2ccc(S(=O)(=O)Nc3cc(C)nc(C)n3)cc2)cc1OC	-10
O=C1c2c(O)cc(O)cc2OC(c2ccc(O)c(O)c2)C1O (stereo not drawn)	3
COc1ccc2[nH]c3c(N4CCN(Cc5ccc6c(c5)OCO6)CC4)ncnc3c2c1	-8
COc1ccc(NC(=O)c2cc3cccc(OC)c3oc2=Nc2ccc(C(=O)O)cc2)cc1OC	11
CCOC(=O)c1cc(C)sc1NC(=O)c1cccc(Br)c1	-5
CSc1nc2cc(S(=O)(=O)N3CCOCC3)ccc2s1	-7
Cc1cc(C)nc(SCc2nnc(SCC(=O)Nc3ccc(C)c(C)c3)n2Cc2ccco2)n1	-4
CCCCN(c1ccccc1)S(=O)(=O)c1ccc2c(c1)oc(=O)n2C	-7
O=C1CC(SC(=NCCO)Nc2ccccc2)C(=O)N1c1ccccc1F (stereo not drawn)	-5
COc1cccc(C(=O)N2CCC(N3CC(C)OC(C)C3)CC2)c1 (stereo not drawn)	-4
SMILES	14-3-3g Raf
CCC(=O)Nc1c(C)nn(C(=O)CC)c1C	-3
CCOC(=O)c1c(NC(=O)Cn2cnc([N+](=O)[O-])n2)sc2c1CCCC2	-1
COc1ccccc1N(CC(=O)Nc1cccc2ccccc12)S(=O)(=O)c1ccc(C)cc1	-25
COc1ccc(C)cc1-n1c(C)nc2cc(C(=O)NC3CCCC3)ccc21	-56
COC(=O)C1C(=O)C2=C(CC1C)NC(C)=C(C(=O)OC(C)C)C2c1ccccc1Br (stereo not drawn)	4
O=C(CCC1Nc2c3ccccc3nc(=S)n2C1=O)N1CCC(Cc2ccccc2)CC1 (stereo not drawn)	1
NC(=O)c1c(N)sc(=S)n1CC1CCCO1 (stereo not drawn)	-7
CC1=C(C(=O)OCC(C)C)C(c2ccc(OCc3ccccc3)cc2)N2C(=O)CCSC2=N1 (stereo not drawn)	-11
O=P(C=CP(=O)(c1ccccc1)c1ccccc1)(c1ccccc1)c1ccccc1	-6
Cc1ccc(CNC(=O)c2ccc3c(c2)NC(=O)C(N2CCCC2)S3)cc1 (stereo not drawn)	-14
CCCCCn1c(=NC(=O)c2ccco2)c(C(=O)OCC)cc2c(=O)n3ccccc3nc21	-6
CCOC(=O)C1=C(C)NC(C)=C(C(=O)OCC)C1	-12
COc1ccc(CCn2c(=S)[nH]c3cc(C(=O)N4CCOCC4)ccc3c2=O)cc1OC	-10
COc1ccccc1N1C(=O)c2ccccc2C1=O	1
O=C(COC(=O)c1c2c(nc3ccccc13)CCCC2)c1ccc([N+](=O)[O-])cc1	4
O=c1[nH]c(CN2CCC(c3nc4ccccc4s3)CC2)nc2sc3c(c12)CCC3	-6
CCOC(=O)c1cccc(NC(=O)c2ccccc2OCC)c1	-27
COc1ccc(CNCCC(c2ccc(F)cc2)C2CCOC(C)(C)C2)cc1 (stereo not drawn)	5
O=C(COc1ccc(I)cc1)Nc1ccc2c(c1)oc1ccccc12	-15
O=c1c2cnn(-c3ccccc3)c2nc(-c2ccco2)n1-c1ccc(Br)cc1	-45
CC1(C)Cc2c(C#N)c(SCc3nc4ccccc4[nH]3)nc(N3CCOCC3)c2CO1	7
Cc1nnc2n(Cc3ccccc3)c(=O)c3c4c(sc3n12)COC(C(C)C)C4 (stereo not drawn)	12

Assay outcomes from PubChem BioAssay.

An excerpt; count on the stated rates, not on these rows.
